Source: PubChem BioAssay
SSB-PriA inh: blocks PriA binding to SSB C-terminal tail | AlphaScreen SSBct-PriA binding, biotinylated peptide | 0.6% of 430,000 active | inhibition, % at 33 µM | AID 1272365; in the data active = inhibition mostly above about 37%, no sharp cut-off; inactive = mostly below about 20%;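 note: plate controls were negative control peptide for no effect and reference peptide for full effect; strong numbers were not always called active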
* marks the source's active call; other numbers are inactive results; & = joins results of further samples. The list is partial. The share of hits here may be higher or lower than overall.

SMILES	SSB-PriA inh
CC(=NN=Cc1ccc(N(C)C)cc1)c1cccc([N+](=O)[O-])c1	-5
CCN(CC)S(=O)(=O)c1ccc(C(=O)N2CCC3(CC2)CC(=O)c2ccccc2O3)cc1	-6
COCCNC(=O)NC[C@H](OC)c1cccc(OC)c1	-4
Cc1ccc(CNC(=O)CCc2csc(NC(=O)c3ccc(=O)[nH]c3)n2)cc1	-10
Cc1ccccc1CS(=O)(=O)Cc1ccc(C(=O)NCc2ccc(F)c(Cl)c2)o1	-9
Cc1ccc2sc(N3CCN(C(=O)/C=C/c4ccc([N+](=O)[O-])cc4)CC3)nc2c1C	-5
O=S(=O)(NCCn1nc(C2CC2)cc1C1CC1)C1CC1	7
COCCN(Cc1ccsc1)C(=O)c1cnoc1C	-6
Cc1cc(C(=O)Nc2nc(-c3cc(Cl)sc3Cl)cs2)on1	-4
Cc1cc(NC(=O)C(=O)NCCCCN2CCOC(c3ccccc3)C2)no1 (stereo not drawn)	-7
Cc1cc(C)nc(NN=Cc2ccco2)n1	1
COc1cc(NC(=O)C2CCN(c3cc(-n4cccn4)ncn3)CC2)ncn1	-10
CCc1nnc(NC(=O)c2ccc(-c3cc(Cl)ccc3Cl)o2)s1	-16
COC(=O)c1ccc(C=NNC(=O)c2c(C)nc3ccc(Cl)cn23)cc1	7
N#Cc1ccc(COCC2CCN(C(=O)c3ccsc3)CC2)cc1	-12
Cc1nc(C(N)=NOC(=O)Cc2ccccc2)no1	-4
CC(C)(C)c1ccc(C(=O)Nc2ccc3c(c2)CN(C(=O)c2ccco2)CC3)cc1	1
Cc1ccc(NC(=O)CCC(=O)NN=Cc2cccs2)cc1C	-12
CCc1ccc[n+](-c2[nH]c(=O)sc2C=NNC([S-])=Nc2ccccc2)c1	8
COc1ccc(Cn2c(=O)c3ncccc3n(Cc3ccc(C(F)(F)F)cc3)c2=O)cc1	-11
COc1ccc(Cl)cc1NC(=O)CC(C)=NNC(=O)CC#N	-8
CCOC(=O)Nc1ccccc1Cc1nc(-c2cccs2)no1	-21
Cc1cc(NC(=O)C(=O)NCC2CCN(C3CCCC3)CC2)c2ccccc2n1	-5
CCOc1cc(C=NNC(N)=S)cc(Br)c1OCc1ccccc1C	5
Cc1noc(C)c1S(=O)(=O)N1CCSC(c2ccccc2Cl)CC1 (stereo not drawn)	0

The results go on:
SMILES	SSB-PriA inh
O=C(/C=C/c1ccc(F)cc1)c1ccco1	17
O=[N+]([O-])c1cccc(C=NNc2ccccn2)c1	4
C#CCn1c(=NC(=O)c2ccnn2C)sc2cc(S(C)(=O)=O)ccc21	9
COC(=O)Nc1ccc(S(=O)(=O)F)cc1	-1
COC(=O)c1ccc(NC(=O)CSc2nnc(NC(=O)NC(C)(C)C)s2)cc1	2
Cc1sc(NC(=O)c2ccccc2)c(C(c2cccs2)N2CCN(CCO)CC2)c1C (stereo not drawn)	10
COCCn1c(=NC(=O)C2CC2)sc2cc(Br)ccc21	-3
O=C(CCS(=O)(=O)c1ccccc1)N(Cc1ccccn1)c1nc2c(F)cccc2s1	-21
O=C(Cc1csc(NC(=O)c2ccco2)n1)Nc1ccc2c(c1)OCCO2	6
Cc1cccc(CC(=O)Nn2cnc3c(cnn3-c3cccc(Cl)c3)c2=O)c1	0
Cc1cc2ncc3c(n2n1)CCN(C(=O)Cn1cnc2ccccc2c1=O)C3	0
O=C(Nc1ccc(CN2CCN(c3ccccn3)CC2)cc1)c1ccc(F)c(F)c1	0
O=C(/C=C/c1ccc2c(c1)OCO2)N1CCN(Cc2nc(-c3ccco3)cs2)CC1	10
COc1ccccc1-c1nc(SCCN2CCCC2)c2c(=O)n(C)c(=O)n(C)c2n1	-6
Cc1ccc(NC(=O)c2ccno2)c(C(=O)c2ccccc2)c1	18
CC(C)(C)c1cc(NC(=O)C2CN(C(=O)c3ccc4c(c3)OCO4)C2)on1	-7
Cc1cc(-c2nnc(NC(=O)C3CCN(S(C)(=O)=O)CC3)o2)n(C)n1	-3
COc1ccc(C=NNC(=S)NCCc2ccccc2)cc1	5
Cc1ccc(S(=O)(=O)N2CCN(c3nc4ccccc4n3C)CC2)cc1	-8
Cc1nc2cc(NC(=O)C3CSc4ncc(C)c(=O)n4C3)ccc2s1 (stereo not drawn)	-9
CC(=NN=C(N)N)c1cc(Cl)ccc1Cl	2
O=C(O)c1ccc(-c2ccc(F)cc2F)[nH]c1=O	-15
Cc1cc(OC2CCN(S(=O)(=O)c3ccc(Cl)s3)C2)cc(=O)n1C (stereo not drawn)	-19
CCOc1cc(C=NNC(=O)c2cccnc2)cc(Br)c1OCC(N)=O	2
CC(C)CC(=O)Nc1ccc2cn[nH]c2c1	-15

Structural class, those above with a cyano group.
SMILES	SSB-PriA inh
N#Cc1ccc(COCC2CCN(C(=O)c3ccsc3)CC2)cc1	-12
COc1ccc(Cl)cc1NC(=O)CC(C)=NNC(=O)CC#N	-8

Given with bars between the fields: entries from further up.
Structure | SSB-PriA inh
O=C(Nc1ccc(CN2CCN(c3ccccn3)CC2)cc1)c1ccc(F)c(F)c1 | 0
O=C(/C=C/c1ccc2c(c1)OCO2)N1CCN(Cc2nc(-c3ccco3)cs2)CC1 | 10
COc1ccccc1-c1nc(SCCN2CCCC2)c2c(=O)n(C)c(=O)n(C)c2n1 | -6
Cc1ccc(NC(=O)c2ccno2)c(C(=O)c2ccccc2)c1 | 18
CC(C)(C)c1cc(NC(=O)C2CN(C(=O)c3ccc4c(c3)OCO4)C2)on1 | -7
Cc1cc(-c2nnc(NC(=O)C3CCN(S(C)(=O)=O)CC3)o2)n(C)n1 | -3
COc1ccc(C=NNC(=S)NCCc2ccccc2)cc1 | 5

Other structures follow.
SMILES	SSB-PriA inh
Cc1nc2ccccn2c1C(=O)NC[C@@](O)(c1ccccc1)C(F)(F)F	-11
CCN(CC)CCN(C(=O)c1ccc(S(=O)(=O)N2CC(C)OC(C)C2)cc1)c1nc2ccc(F)cc2s1 (stereo not drawn)	5
CC1=NN(C(=Nc2nnc(C)s2)Nc2ccccc2)[C@H](c2ccc(C)cc2)S1	1
COc1ccc(Cl)cc1C(=O)NC1CC2CCC(C1)N2S(C)(=O)=O (stereo not drawn)	2
CN(C)C(=O)c1cc2cc(Br)ccc2oc1=O	-12
COC(=O)c1ccc(NC(=O)CSc2ncnc3c2cnn3-c2cccc(Cl)c2)cc1	-7
O=C(OCC(=O)c1ccc(Cl)cc1Cl)c1ccc2ccccc2n1	-22
COc1cccc(C=NN2C(=O)CSC2=S)c1O	93
COCCn1cc(NC(=O)N2CCN(c3cccc(C(F)(F)F)c3)CC2)c2ccccc21	-12
Cc1ccc(Cl)c2sc(NCCCN3CCOCC3)nc12	-11&25
CCOc1ccc(-c2noc(Cn3nc(-c4ccc(F)cc4)ccc3=O)n2)cc1OC	3
Cc1cc(C(=O)N2CC(S(=O)(=O)c3ccc(Cl)cc3)C2)no1	-2
CC(C)S(=O)(=O)c1ccc(C(=O)Nc2cccc(-c3nc4ccccc4s3)c2)cc1	5
COc1ccc(CNS(=O)(=O)c2cc3c4c(c2)CCC(=O)N4CCC3)cc1	-11
COC(=O)c1cc(Nc2cc(Cl)c(OC)cc2OC)c2cccc(C)c2n1	-27
Cn1cccc1C(CNS(=O)(=O)c1ccc(C(C)(C)C)cc1)N1CCCC1 (stereo not drawn)	10
COc1cc2c(cc1OC)C(=CC(=O)c1ccccc1)NCC2	-2
CC1CC(=NNC(=S)NCc2ccccc2)CC(C)(C)C1 (stereo not drawn)	37
CCOC(=O)N1CCN(C(=O)Cc2csc(Nc3cccc(C(F)(F)F)c3)n2)CC1	7
O=S(=O)(NCc1nnnn1-c1ccc(F)c(F)c1)c1cccc(Cl)c1	1
C=CCN1C(=O)C(=c2sc3nc(=O)c(Cc4ccccc4)nn3c2=O)c2ccccc21	-5
NC(=NOC(=O)c1ccc(Cl)cc1Cl)c1ccncc1	-9
Cc1nnc(NC(=O)CSc2nnc(-c3ccccc3C)o2)s1	11
COc1ccc(C(=O)NN=C(C)c2cccc(NC(=O)c3ccccc3F)c2)cc1	6
CC(C)Sc1ccc(CC(=O)Nc2cnn(C[C@H]3COc4ccccc4O3)c2)cc1	5

The closing 3 entries of the section above open the next one.
SMILES	SSB-PriA inh
Cc1nnc(NC(=O)CSc2nnc(-c3ccccc3C)o2)s1	11
COc1ccc(C(=O)NN=C(C)c2cccc(NC(=O)c3ccccc3F)c2)cc1	6
CC(C)Sc1ccc(CC(=O)Nc2cnn(C[C@H]3COc4ccccc4O3)c2)cc1	5
CS(=O)(=O)NCCn1ncc2c(NCc3ccc(F)cc3)ncnc21	-4
CCCCc1ccc(NC(=O)CC(C(=O)O)N2CCN(C)CC2)cc1 (stereo not drawn)	3
O=C(Nc1nc(-c2nc3ccccc3s2)cs1)c1cc(=O)c2ccccc2o1	-9
O=C(CSc1nnc2ccc3ccccc3n12)Nc1ccc(Cl)cc1	1
CCc1c(C)c(C#N)c2nc3ccccc3n2c1N	-2
CN(N=Cc1cccs1)c1cc(=O)n(C)c(=O)[nH]1	2
Cc1cc(NC(=O)c2ccc3ncsc3c2)n(C)n1	-5
CCc1ccc(S(=O)(=O)Nc2cnc(N3CCOCC3)nc2N(C)C)cc1	-12
Cc1ccc(CNC(=O)c2sc(=S)n(-c3cc(C)ccc3C)c2N)cc1	44

Individual results from the results shown:
CN(N=Cc1cccs1)c1cc(=O)n(C)c(=O)[nH]1 | SSB-PriA inh: 2
O=C(CSc1nnc2ccc3ccccc3n12)Nc1ccc(Cl)cc1 | SSB-PriA inh: 1
O=C(Nc1nc(-c2nc3ccccc3s2)cs1)c1cc(=O)c2ccccc2o1 | SSB-PriA inh: -9
CS(=O)(=O)NCCn1ncc2c(NCc3ccc(F)cc3)ncnc21 | SSB-PriA inh: -4
CCc1ccc(S(=O)(=O)Nc2cnc(N3CCOCC3)nc2N(C)C)cc1 | SSB-PriA inh: -12
